# RGS4 block = human RGS4 inhibition; P49798; HEK293 M3R/RGS4 inducible, Fluo-4 calcium flux; stronger effect = higher value; triggered by carbachol at its EC20; B-score at 10 µM; 310,000 tested, 0.45% active;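 active = B-score, a plate-corrected calcium signal, over three deviations above library mean, with baseline fluorescence within five deviations of library mean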;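 also: RGS4 expression induced by doxycycline in cells with stable M3 receptor; B-score is computed from the integrated fluorescence ratio over baseline after carbachol; higher B-score means a larger calcium signal and so more RGS4 inhibition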
# Target sequence (P49798 whole entry, looked up): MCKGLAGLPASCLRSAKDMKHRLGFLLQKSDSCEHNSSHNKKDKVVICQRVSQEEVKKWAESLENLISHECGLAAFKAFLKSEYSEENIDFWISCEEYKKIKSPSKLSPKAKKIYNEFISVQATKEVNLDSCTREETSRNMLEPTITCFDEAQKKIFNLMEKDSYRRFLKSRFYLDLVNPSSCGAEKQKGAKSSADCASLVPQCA
# MrgX1 agonist = human MrgX1 receptor agonism, primary screen; Q96LB2; MrgX1-HEK293 cells, Fluo-4 calcium fluorescence, agonist mode; stronger effect = higher value; B-score at 10 µM; 310,000 tested, 0.44% active; AID 588627;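 active = calcium response B-score plate-corrected fluorescence ratio at least 3 library SD, with starting fluorescence B-score inside 5 SD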
# Target sequence (Q96LB2 whole entry, looked up): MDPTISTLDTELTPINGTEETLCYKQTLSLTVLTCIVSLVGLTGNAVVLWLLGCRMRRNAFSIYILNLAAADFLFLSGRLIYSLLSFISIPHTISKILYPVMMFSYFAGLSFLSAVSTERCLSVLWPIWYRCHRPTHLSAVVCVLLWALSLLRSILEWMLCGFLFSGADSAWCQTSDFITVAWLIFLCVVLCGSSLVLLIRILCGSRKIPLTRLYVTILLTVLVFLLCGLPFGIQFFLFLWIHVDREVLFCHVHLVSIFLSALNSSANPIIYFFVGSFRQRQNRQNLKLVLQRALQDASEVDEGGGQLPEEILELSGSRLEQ
#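 Material: MrgX1-expressing HEK293 cells; input: 15,000 cells per well; doses: test compound given as first of three sequential additions; schedule: overnight plating before 1 h dye loading; technique: Fluo-4 NW calcium-flux fluorescence, kinetic read; evaluation: baseline-normalised fluorescence change ratio, B-scored; control set: plate-wise positive and negative controls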
# TRPC4 inh = TRPC4 (mouse) channel inhibition; Q9QUQ5; HEK293 TRPC4beta/mu-opioid, DAMGO-evoked Fluo4 calcium flux; stronger effect = lower value; B-score at 10 µM; 300,000 tested, 0.39% active;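 active = B-score over 3 SD under the library average, no early fluorescence shift, positive overall ratio signal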
#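 Signal: kinetic Fluo4 fluorescence imaging of calcium influx. Material: stable TRPC4beta/mu-opioid receptor HEK293 cells. Probe or stimulus: DAMGO in two steps, submaximal then maximal.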
# MrgX1 PAM = allosterically activates human MrgX1 receptor signaling; Q96LB2; MrgX1-HEK293, Fluo-4 calcium flux, FDSS; stronger effect = higher value; B-score at 10 µM; 310,000 tested, 0.63% active; AID 588675;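 active = plate-corrected calcium response at least 3 library SD above typical, normal starting fluorescence, not activating the receptor alone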;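 also: compound read alongside a low EC10 to EC30 dose of BAM8-22 agonist; peak minus trough fluorescence over baseline measured at the second addition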
# TRPC6 inhibitor = inhibitors of mouse TRPC6 channel | HEK293-TRPC6, membrane potential dye, ACh-evoked depolarization; stronger effect = lower value | B-score at 10 µM | 310,000 tested, 1.1% active | AID 2553;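 active = B-score under library mean minus 3 SD, initial fluorescence not abnormally high, positive integrated signal ratio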;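 also: B-score derived from integrated fluorescence ratio over the kinetic read; more negative B-score means stronger inhibition of depolarization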
# TRPC4 act = TRPC4 (mouse) channel activation; Q9QUQ5; HEK293 TRPC4beta/mu-opioid, Fluo4 calcium fluorescence; stronger effect = higher value; B-score at 10 µM; AID 2237; 310,000 tested, 0.49% active;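 active = B-score above 5 SD of library B-scores, and initial fluorescence ratio not above library mean plus 5 SD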;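 also: positive B-score marks a calcium rise read as TRPC4 activation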
#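 Assay system: HEK293 stable line with TRPC4beta plus mu-opioid receptor. Times: dye 45 min RT, read 110 s. Measured by: kinetic Fluo4 calcium fluorescence. Measure: B score of integrated ratio. Controls: assay buffer as low control, maximal DAMGO as high control.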
# TRPC6 act = activators of mouse TRPC6 channel; HEK293-TRPC6 membrane potential dye fluorescence; stronger effect = higher value; B-score at 10 µM; 310,000 tested, 0.13% active;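 active = B-score of the integrated fluorescence ratio above library mean plus 3 SD, and starting fluorescence ratio within library mean plus 5 SD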;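 also: higher score means more depolarization so channel activation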
# TRPC4 PAM = TRPC4 (mouse) allosteric potentiation. B-score at 10 µM. Q9QUQ5. 310,000 tested, 0.42% active. HEK293 TRPC4beta/mu-opioid, DAMGO EC20, Fluo-4 Ca2+ flux; stronger effect = higher value;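 active = B-score of calcium response area above 5 SD of library B-scores, with initial fluorescence ratio within 5 SD of library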;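 also: B-score of integrated fluorescence ratio over time as area under calcium response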
# TMEM16A act = activates or potentiates the mouse TMEM16A chloride channel | HEK293 TMEM16A/YFP-H148Q/I152L, iodide quench fluorescence; stronger effect = lower value | B-score at 10 µM | 340,000 tested, 0.3% active | AID 623877;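 active = fluorescence-ratio B-score plate-corrected deviation score at least 3 library SD below zero, with starting fluorescence score within 5 deviations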;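 also: channel opened by trigger with iodide after compound preincubation; score built on the fluorescence ratio of max minus min over baseline; more negative score means more quench and so TMEM16A activation or potentiation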
# ANO1 block = mouse TMEM16A channel inhibition, primary screen; Q8BHY3; HEK293 TMEM16A/YFP iodide influx fluorescence, ionomycin; normalized B-score (activity score, 25-100; higher = stronger inhibition) at 10 µM; 310,000 tested, 1.2% active;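 active = ratio plate-corrected score three or more library SD toward inhibition, starting fluorescence score within five deviations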;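 also: score derived from kinetic fluorescence span divided by baseline fluorescence per well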
# MrgX1 antag = blocks BAM8-22 activation of human MrgX1 receptor; MRGX1-HEK293 calcium flux, Fluo-4, BAM8-22 antagonism; stronger effect = lower value; B-score at 10 µM; 310,000 tested, 1.3% active; AID 588676;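 active = calcium-response B-score plate-corrected more than 3 library SD below zero, starting fluorescence within 5 deviations, no agonist response on first addition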;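 also: peak minus trough fluorescence over baseline after final BAM8-22 challenge near maximal dose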
# An asterisk follows results filed as active; i = inactive; x = not tested or not shown. Outcome played no part in choosing rows; overall some 5.8% were active at least once.
nr | SMILES | RGS4 block | MrgX1 agonist | TRPC4 inh | MrgX1 PAM | TRPC6 inhibitor | TRPC4 act | TRPC6 act | TRPC4 PAM | TMEM16A act | ANO1 block | MrgX1 antag
1 | CCCCP(=O)(CCCC)Cc1ccccc1O | i | i | i | i | i | i | i | i | i | i | i
2 | OCCN(Cc1ccccc1)Cc1cccc(F)c1 | i | i | x | i | i | i | i | i | i | i | i
3 | Cc1cc(C)c2nc(N3CCN(C(=O)c4ccco4)CC3)sc2c1 | i | i | i | i | i | i | i | i | i | i | i
4 | COC(=O)CCC(=O)N1CN2CN(C(=O)CCC(=O)OC)CC([N+](=O)[O-])(C2)C1 | i | i | i | i | i | i | i | i | i | i | i
5 | COc1ccc(-c2noc(CN(C(=O)C(C)(C)C)C(C)C)n2)cc1 | i | i | i | i | i | i | i | i | i | i | i
6 | COc1ccc(NS(=O)(=O)c2cccs2)cc1S(=O)(=O)N1CCCCC1 | i | i | i | i | i | i | i | i | i | i | i
7 | CCCCCCCNC(=O)C1(CC2CC(c3ccc(Cl)cc3)=NO2)CCNCC1 (stereo not given) | i | i | i | i | i | i | i | i | i | i | i
8 | OC1CCN(C(c2ccc3ncccc3c2)c2nnnn2C2CCCCC2)CC1 (stereo not given) | i | i | i | i | i | i | i | i | i | i | i
9 | CCCCCN(C(=O)NC(=O)NC(C)CC)S(C)(=O)=O (stereo not given) | i | i | i | i | i | i | i | i | i | i | i
10 | CCOc1cc(C(=O)N(C)CC(=O)Nc2cccc(F)c2)ccc1OCC(=O)N1CCOCC1 | i | i | i | i | i | i | i | i | i | i | i
11 | O=C(CNCc1ccccc1)Nc1cccc(Cl)c1Cl | i | i | i | i | -6.2* | i | i | i | i | i | i
12 | O=c1cnn(-c2ccc(Cl)cc2Cl)c(-c2ccccc2)c1 | i | i | i | i | i | i | i | i | i | i | i
13 | COc1ccc(NC(=O)CN2CCN(C(=O)C3CCCO3)CC2)c(OC)c1 (stereo not given) | i | i | i | i | i | i | i | i | i | i | i
14 | Cc1ccc(OCCCC(=O)Nc2ccc(S(N)(=O)=O)cc2)cc1 | i | i | i | i | i | i | i | i | -5.3* | i | i
15 | CCN(CC)C(=O)Cn1cnc([N+](=O)[O-])n1 | i | i | i | i | i | i | i | i | i | i | i
16 | CC(C)N1CCNCC1 | i | i | i | i | i | i | i | i | i | i | i
17 | COc1cc(NC(=O)Cn2c(=O)n(-c3cccc(C)c3)c(=O)c3c(C)c(C)sc32)cc(OC)c1 | i | i | i | i | i | i | i | i | i | i | i
18 | Cc1ccc(NC(=O)c2ccc(C(C)(C)C)cc2)cc1[N+](=O)[O-] | i | i | i | i | i | i | i | i | i | i | i
19 | CN(CC(=O)Nc1cccc(F)c1)C(=O)CCCN1C(=O)c2cccc3cccc(c23)C1=O | i | i | i | i | i | i | i | i | i | i | i
20 | Cn1c(CN2CCOCC2)nc2cc(NC(=O)COc3ccc([N+](=O)[O-])cc3)ccc21 | i | i | i | i | i | i | i | i | i | i | i
21 | CCOC(=O)c1cnc2c(Cl)cccc2c1NCCN1CCOCC1 | i | i | i | i | i | i | i | i | i | i | i
22 | O=[N+]([O-])c1ccc(Cl)c(C2Nc3cccc4cccc(c34)N2)c1 | i | i | i | i | i | i | i | i | i | i | i
23 | Cc1nn(-c2ccccc2)c(C)c1C(=O)OCC(=O)Nc1ccc2c(c1)OCO2 | i | i | i | i | i | i | i | i | i | i | i
24 | O=C(Nc1ccccc1)N1CCCC(CNS(=O)(=O)Cc2ccccc2)C1 (stereo not given) | i | i | i | i | i | i | i | i | i | i | i
25 | Cc1cc(C)c2cc(CN(CC3CCCO3)S(=O)(=O)c3ccc4c(c3)OCCO4)c(=O)[nH]c2c1 (stereo not given) | i | i | i | i | i | i | i | i | i | i | i
26 | O=C(NC(=S)Nc1ccc2[nH]ncc2c1)c1ccccc1 | i | i | i | i | i | i | i | i | i | i | i
27 | CC1(C(=O)O)CCC(C(=O)NC2CCCCC2)C1(C)C (stereo not given) | i | i | i | i | i | i | i | i | i | i | i
28 | Cc1nn(C)c(C)c1S(=O)(=O)N1CCC(C(=O)NCC2COc3ccccc3O2)CC1 (stereo not given) | i | i | i | i | i | i | i | i | i | i | i
29 | Cc1ccsc1C(=O)OCC(=O)Nc1c(Cl)cccc1C(F)(F)F | i | i | i | i | i | i | i | i | i | i | i
30 | Cc1cc(O)c(C(C)C)cc1N=C1CSC(=O)N1 | i | i | i | i | i | i | i | i | i | i | i
31 | CCCCn1c(SCC(=O)NC2CCS(=O)(=O)C2)nnc1-c1ccc(OC)cc1 (stereo not given) | i | i | i | i | i | i | i | i | i | i | i
32 | COC(=O)C1=C(C(=O)OC)C2(OC1c1cccc(F)c1)C(=O)c1ccccc1C2=O (stereo not given) | i | i | i | i | i | i | i | i | i | i | i
33 | COCCn1c(SCC(=O)c2cc(C)n(C)c2C)nc2ccccc2c1=O | i | i | i | i | i | i | i | i | i | i | i
34 | CC(C)C(=O)N1CCC(c2nc(-c3ccc(S(=O)(=O)N4CCN(C)CC4)cc3)no2)CC1 | i | i | i | i | i | i | i | i | i | i | i
35 | CC(=O)CSc1nc2c(c(=O)[nH]c(=O)n2C)n1Cc1cccc(Br)c1 | i | i | i | i | i | i | i | i | i | i | i
36 | O=C1CC(c2cc([N+](=O)[O-])ccc2Cl)c2c(ccc3ccccc23)N1 (stereo not given) | i | i | i | i | i | i | i | i | i | i | i
37 | Cc1noc(C)c1CSc1ncnc2sc3c(c12)CCC(C)C3 (stereo not given) | i | i | i | i | i | i | i | i | x | i | i
38 | C=C(C)c1cccc(C(C)(C)NC(=O)NCCN(CC)CC)c1 | i | i | i | i | -8.4* | i | i | i | i | i | i
39 | CCS(=O)(=O)N1Cc2ccccc2CC1C(=O)Nc1ccc(OC)cc1 (stereo not given) | i | i | i | i | i | i | i | i | i | i | i
40 | Cc1cc(NC(=O)COc2ccc(C)c(C)c2)no1 | i | i | i | i | i | i | i | i | i | i | i
41 | COc1cc(Cl)c(CC(=O)c2c[nH]c3ccccc23)cc1OC | i | i | i | i | i | i | i | i | i | i | i
42 | Nn1c(Cc2ccc(F)cc2)n[nH]c1=S | i | i | i | i | i | i | i | i | i | i | i
43 | COc1cccc(CN2CCNC(=O)C2CC(=O)N(C)Cc2nc(C)cs2)c1OC (stereo not given) | i | i | i | i | i | i | i | i | i | i | i
44 | CN(CC(=O)Nc1cc(S(=O)(=O)N2CCCC2)ccc1Cl)Cc1cccs1 | i | i | i | i | i | i | i | i | i | i | i
45 | CN(C)C(CNC(=O)C1CCN(S(=O)(=O)c2ccccc2)CC1)c1ccccc1 (stereo not given) | i | i | i | i | i | i | i | i | i | i | i
46 | Cc1ccc(S(=O)(=O)Nc2cc3c4c(c2)CC(=O)N4CCC3)cc1 | i | i | i | i | i | i | i | i | i | i | i
47 | CC(C)(C)NC(=O)C(c1ccccc1)N(C(=O)CNC(=O)c1cccs1)c1cccnc1 (stereo not given) | i | i | i | i | i | i | i | i | i | i | i
48 | CC(=O)N1N=C(c2ccncc2)OC12CCCCC2 | i | i | i | i | i | i | i | i | i | i | i
49 | O=C(NC(NC(=S)N1CCOCC1)C(Cl)(Cl)Cl)c1ccc(Cl)cc1 (stereo not given) | i | i | i | i | i | i | i | i | i | i | i
50 | CN(CC(=O)Nc1cccc(Cl)c1)S(=O)(=O)c1ccc2c(c1)n(C)c(=O)c(=O)n2C | i | i | i | i | i | i | i | i | i | i | i

# Brought forward from above: 2 compounds, followed by the next part.
nr | SMILES | RGS4 block | MrgX1 agonist | TRPC4 inh | MrgX1 PAM | TRPC6 inhibitor | TRPC4 act | TRPC6 act | TRPC4 PAM | TMEM16A act | ANO1 block | MrgX1 antag
49 | O=C(NC(NC(=S)N1CCOCC1)C(Cl)(Cl)Cl)c1ccc(Cl)cc1 (stereo not given) | i | i | i | i | i | i | i | i | i | i | i
50 | CN(CC(=O)Nc1cccc(Cl)c1)S(=O)(=O)c1ccc2c(c1)n(C)c(=O)c(=O)n2C | i | i | i | i | i | i | i | i | i | i | i
51 | O=C(CNC(=O)C12CC3CC(CC(C3)C1)C2)NCc1ccccc1 | i | i | i | i | i | i | i | i | i | i | i
52 | CCC(NS(=O)(=O)c1cnn(CC)c1)c1ccccc1 (stereo not given) | i | i | i | i | i | i | i | i | i | i | i
53 | O=C1/C(=C\c2cc(Br)cc(Br)c2O)SC(=S)N1Cc1ccccc1 | i | i | i | i | i | i | i | i | i | i | -6.1*
54 | Cc1ccnc2c1ccc1ccccc12 | i | i | i | i | -6.5* | i | i | i | i | i | i
55 | COc1ccccc1CNc1ccc2nnc(CCNC(=O)c3ccccc3)n2n1 | i | i | i | i | i | i | i | i | i | i | i
56 | COc1ccccc1-c1cc(C(F)(F)F)n2ncc(C(=O)N3CCc4ccccc4C3)c2n1 | i | i | i | i | i | i | i | i | i | i | i
57 | Cc1ccc2c(CC(=O)NC3=NCCS3)coc2c1 | i | i | i | i | i | i | i | i | i | i | i
58 | CCCCn1c(=N)n(CCOc2ccc(C)cc2)c2ccccc21 | i | i | i | i | i | i | i | i | i | i | i
59 | O=C(NCCc1nc2ccccc2[nH]1)/C(=C/c1ccco1)NC(=O)c1ccc(Br)o1 | i | i | i | i | i | i | i | i | i | i | i
60 | CCOc1ccc(CCNC(=O)CS(=O)Cc2nc(-c3ccccc3C)oc2C)cc1OCC (stereo not given) | i | i | i | i | i | i | i | i | i | i | i
61 | COc1ccc(N(CC(=O)N2CCN(C)CC2)S(=O)(=O)c2ccccc2)cc1 | i | i | i | i | i | i | i | i | i | i | i
62 | Cc1ccc(S(=O)(=O)Cc2ccc(C(=O)N3CCN(Cc4ccccc4)CC3)o2)cc1 | i | i | i | i | i | i | i | i | i | i | i
63 | O=C(CS(=O)(=O)Cc1ccccc1)Nc1ccccn1 | i | i | i | i | i | i | i | i | i | i | i
64 | COc1ccc(/C=C2\CCC(C3CCCC3)C2=O)cc1 (stereo not given) | i | i | i | i | i | i | i | i | i | i | i
65 | Cc1ccc2cc(CN(Cc3ccco3)C(=O)c3cccs3)c(=O)[nH]c2c1 | i | i | i | i | i | i | i | i | i | i | i
